# TEAD-YAP block – TEAD-YAP interaction inhibition; AID 1259422; HEK-TIYL cells, TEAD-Gal4/YAP UAS-luciferase luminescence; inhibition, % at 9.12 µM; 640,000 compounds, 1.4% hits; in the data active means inhibition above about 32%;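 further: 0% = median of test compound wells and 100% = reference inhibitor wells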
# FBW7 act – human FBW7 E3 ligase activation, primary screen; Q969H0; AlphaScreen FBW7–phospho-cyclin E peptide binding, activator screen; normalized activity (activation), % at 26.1 µM; 650,000 compounds, 0.13% hits; in the data active means normalized activity above about 1.9%;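 further: purified mutant Fbw7 with reduced substrate affinity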
# GPR151 activ – activators of human GPR151 | 650,000 compounds, 1% hits | activation, % at 11.2 µM | Q8TDV0 | PathHunter beta-arrestin GPR151 cells, luminescence; in the data active means activation above about 4.9%;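 further: 0% = median of compound wells and 100% = cells with positive control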
# Target sequence (Q8TDV0 whole entry, looked up): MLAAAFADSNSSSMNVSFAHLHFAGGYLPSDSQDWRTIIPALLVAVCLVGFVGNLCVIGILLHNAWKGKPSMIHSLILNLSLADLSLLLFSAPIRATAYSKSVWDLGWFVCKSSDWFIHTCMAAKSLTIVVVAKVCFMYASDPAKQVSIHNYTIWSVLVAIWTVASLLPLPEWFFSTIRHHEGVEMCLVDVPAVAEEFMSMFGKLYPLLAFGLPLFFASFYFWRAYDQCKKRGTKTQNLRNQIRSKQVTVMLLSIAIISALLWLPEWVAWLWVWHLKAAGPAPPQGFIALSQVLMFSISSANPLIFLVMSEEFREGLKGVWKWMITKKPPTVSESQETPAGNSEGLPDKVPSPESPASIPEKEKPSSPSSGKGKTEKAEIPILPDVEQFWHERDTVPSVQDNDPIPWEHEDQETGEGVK
# MITF inh – human MITF inhibition, primary screen; O75030; AlphaScreen MITF homodimerization, bead proximity signal; inhibition, % at 2.6 µM; 650,000 compounds, 0.91% hits; in the data active means inhibition above about 50%;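 further: 0% = vehicle wells with protein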
# Target sequence (O75030 whole entry, looked up): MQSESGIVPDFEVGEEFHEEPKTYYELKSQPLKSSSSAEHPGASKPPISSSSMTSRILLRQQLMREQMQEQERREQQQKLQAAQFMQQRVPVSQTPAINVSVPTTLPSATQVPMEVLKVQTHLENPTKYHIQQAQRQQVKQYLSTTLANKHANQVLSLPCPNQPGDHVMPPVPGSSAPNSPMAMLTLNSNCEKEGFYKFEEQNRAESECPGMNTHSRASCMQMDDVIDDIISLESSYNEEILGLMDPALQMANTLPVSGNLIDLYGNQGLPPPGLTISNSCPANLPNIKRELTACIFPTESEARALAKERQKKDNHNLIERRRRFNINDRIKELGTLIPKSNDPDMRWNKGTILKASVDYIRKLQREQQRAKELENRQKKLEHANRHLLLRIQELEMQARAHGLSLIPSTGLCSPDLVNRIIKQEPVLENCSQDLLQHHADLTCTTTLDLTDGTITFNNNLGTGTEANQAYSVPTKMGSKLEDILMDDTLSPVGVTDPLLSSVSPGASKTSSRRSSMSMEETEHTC
# An asterisk follows results filed as active.
1. COC(=O)c1ccccc1NC(=O)Cn1c(=O)n(-c2ccc(C)cc2)c(=O)c2sccc21
2. CC1=NC(Nc2nc(C)c3cc(C)c(C)cc3n2)=NC(C)(C)C1
3. O=C(NCc1cccs1)c1ccc2c(=O)n(CC3CCCO3)c(=S)[nH]c2c1 (configuration not stated)
4. O=C(NC(=S)NCc1ccco1)c1cccc(Cl)c1
5. COc1ccc(/C=C(/NC(=O)/C=C/c2ccccc2)C(=O)NCc2ccco2)cc1
compound no.,1,2,3,4,5
TEAD-YAP block,-0.3,19.5,9.3,-3.9,27.8
FBW7 act,0.0,-0.3,-0.1,0.2,0.2
GPR151 activ,0.3,-0.8,0.1,0.1,0.1
MITF inh,-10.2,-3.4,10.0,15.1,-8.7

6. COc1ccc(-n2c(=O)[nH]c3nc(-c4ccc(N5CCNCC5)cc4)cnc32)c(C)c1
7. CCOCCCNC(=O)c1ccc2c(c1)ncn2-c1cccc(C)c1
8. O=C(NCc1nnc(SCc2cccc(F)c2)o1)c1c(F)cccc1F
9. CC(=O)Nc1ccc(Nc2nc(NCc3ccc4c(c3)OCO4)nc3c2ncn3-c2ccsc2)cc1
10. Cn1ccnc1Sc1ccc([N+](=O)[O-])c(C(F)(F)F)c1
compound no.,6,7,8,9,10
TEAD-YAP block,-1.9,-6.1,26.4,10.8,-6.4
FBW7 act,0.3,0.5,0.0,-0.2,-0.1
GPR151 activ,-0.7,0.1,1.5,-1.1,0.3
MITF inh,-7.9,6.4,-1.2,11.2,-11.0

11. CC(=O)Nc1nc(-c2cc([N+](=O)[O-])cs2)cs1
12. CCOC(=O)N1CCN(c2ncnc3c2c(-c2ccccc2)cn3-c2ccc(Cl)cc2)CC1
13. CCCCCOC(=O)C1=C(C)NC2=C(C(=O)CCC2)C1c1cc(Br)c(O)c(OCC)c1 (configuration not stated)
14. CCc1ccc(NC(=O)C(C)N2Cc3ccccc3C2=O)cc1 (configuration not stated)
15. OCc1ccccc1-c1cnc2c(N3CCOCC3)nccn12
compound no.,11,12,13,14,15
TEAD-YAP block,-1.6,-5.9,1.5,3.6,-17.8
FBW7 act,0.1,0.1,0.2,-0.1,0.2
GPR151 activ,0.8,-0.4,5.5*,-0.3,-0.1
MITF inh,11.6,-7.7,8.8,-5.8,10.0

16. CCOC(=O)c1c(C)c(C(=O)O)n(C)c1C
17. CCc1ccc2c(c1)c(=O)c(S(=O)(=O)c1ccc(OC)cc1)cn2CC
18. O=C(NCCO)C(=O)Nc1ccc(Br)cc1
19. COc1cn(CC(=O)NCc2ccc3c(c2)OCO3)c(CSc2nccn2C)cc1=O
20. Cc1nc2nc(C)c(CCC(=O)Nc3ccc(F)cc3C)c(C)n2n1
compound no.,16,17,18,19,20
TEAD-YAP block,0.9,5.1,-6.0,5.3,-3.0
FBW7 act,-0.1,0.0,0.2,0.2,-0.1
GPR151 activ,0.7,-0.9,-0.6,0.3,-0.3
MITF inh,-8.4,9.6,3.7,6.2,3.6

21. O=C(CCNC(=O)c1ccco1)Nc1nn2cnnc2s1
22. O=C1CCCN1CCn1cnc2c(NCCO)nc(Nc3ccccc3)nc21
23. O=C(O)c1cccc(NC(=O)c2cncc(Br)c2)c1
24. CC(OC(=O)c1ccccc1NC(=O)c1ccco1)C(=O)NC(N)=O (configuration not stated)
25. C=CCC12CCC(=O)C=C1CCCC2=O (configuration not stated)
compound no.,21,22,23,24,25
TEAD-YAP block,-7.1,-13.2,-6.2,4.1,-2.3
FBW7 act,0.0,0.0,0.6,0.0,-0.1
GPR151 activ,0.6,2.2,-6.3,-1.0,0.0
MITF inh,0.8,-2.4,16.4,-4.9,-3.3

26. Cc1ccc(C)c(Nc2nc(-c3ccccc3)c3cc(Br)ccc3n2)c1
27. COc1cc(C(C)=O)ccc1OCC(O)CN1CCN(c2ccccc2)CC1 (configuration not stated)
28. Cc1noc(C(=O)Nc2c(C)nn(Cc3ccccc3)c2C)c1Cl
29. COC(=O)CCC(=O)N(C1CC1)C1CCN(Cc2ccccc2)CC1
30. C/C(=N\NC(=O)c1cc(Cl)cc(Cl)c1O)c1ccc(N)cc1
compound no.,26,27,28,29,30
TEAD-YAP block,8.3,-3.5,13.2,-3.9,-4.2
FBW7 act,0.0,-0.2,-0.3,-0.1,0.2
GPR151 activ,1.6,0.9,5.3*,-1.5,-1.3
MITF inh,2.9,2.5,-1.1,1.2,-14.8

31. O=C(CCCC(=O)NCc1ccc(F)cc1)NCc1ccc(F)cc1
32. Cc1cc(=O)n(C)c(=O)n1CC(=O)N1CCCCCC1
33. COc1ccc(C(=O)CCN2CCCC(C)C2)cc1 (configuration not stated)
34. CSCCCN1CCC(c2[nH]ncc2-c2cccc(F)c2)CC1
35. CCCCOc1ccc(NC(=O)C2OC3OC(C)(C)OC3C3OC(C)(C)OC23)cc1 (configuration not stated)
compound no.,31,32,33,34,35
TEAD-YAP block,8.3,4.0,-5.9,13.1,3.0
FBW7 act,0.6,0.8,0.0,0.0,0.0
GPR151 activ,-0.9,0.4,0.7,0.2,0.8
MITF inh,22.6,11.9,-0.7,4.6,9.8

36. CC(C)N1CCC(N2CCN(Cc3ccccc3O)CC2CCO)CC1 (configuration not stated)
37. O=C(NC(=S)Nc1ccccc1Cl)c1ccc(Cl)cc1
38. COc1ccc(-c2cnnc(N3CCCCC3CCN3CCOCC3)n2)cc1 (configuration not stated)
39. COCCCNC(=S)NCCCNc1nc2cc3c(cc2cc1C#N)OCO3
40. Cc1cc(C)n(CCC(=O)Nc2cc(Cl)ccc2C)n1
compound no.,36,37,38,39,40
TEAD-YAP block,-3.0,4.8,-8.6,-4.0,2.1
FBW7 act,-0.1,0.1,0.0,-0.3,-0.3
GPR151 activ,1.1,0.1,-0.9,-0.2,0.7
MITF inh,3.1,-2.6,-5.4,0.0,5.5

41. CC1=C(C(=O)OC(C)C)C(c2ccc(Cl)cc2)n2c(s/c(=C/c3cn(C)c4ccccc34)c2=O)=N1 (configuration not stated)
42. O=C(CN(C(=O)CNS(=O)(=O)c1ccccc1)c1ccccc1F)NCc1ccco1
43. O=[N+]([O-])c1ccc(-c2nc(C=Nc3cccnc3)c(O)o2)cc1
44. CC1=C(C(=O)Nc2nc3ccccc3s2)C(c2cccc(Cl)c2)C2=C(CCCC2=O)N1 (configuration not stated)
45. COc1ccc(NC(=O)CCn2c(=O)[nH]c3ccccc3c2=O)cc1OC
compound no.,41,42,43,44,45
TEAD-YAP block,5.9,-4.7,1.8,-14.7,2.2
FBW7 act,-0.3,-0.2,0.5,0.3,-0.1
GPR151 activ,-0.9,1.5,-1.6,1.5,3.5
MITF inh,-3.6,1.9,-5.1,-8.2,-4.0

46. CC12CCC(CC(=O)c3ccccc3)(CC1)CC2
47. CC(NC(=O)C1CCC(CNc2c(N3CCCC3)c(=O)c2=O)CC1)c1ccccc1 (configuration not stated)
48. O=C(CSc1nccc(=O)[nH]1)c1ccc(Cl)cc1
49. C=CCOc1ccc(C2c3c(oc4ccc(F)cc4c3=O)C(=O)N2CCOC)cc1OC (configuration not stated)
50. CCN1CCN(c2cc(C)c3c(OC)ccc(OC)c3n2)CC1
compound no.,46,47,48,49,50
TEAD-YAP block,2.1,-3.1,-3.0,3.7,-0.1
FBW7 act,0.0,-0.1,0.1,-0.1,-0.2
GPR151 activ,0.0,-0.2,-0.5,0.0,0.9
MITF inh,1.3,-4.9,14.4,3.0,-3.6

51. COc1cccc(C(=O)N2CCN3C(=O)CN(C)C(=O)[C@H]3C2)c1
52. CS(=O)(=O)N1CCCC(C(=O)c2ccc(Oc3ccccc3)cc2)C1 (configuration not stated)
53. CCC(C)NC(=O)c1sc2ncnc(N3CCCCC3C)c2c1C (configuration not stated)
54. C=CCNC1OCc2ccccc2CO1
55. CN(C)C=C1C(=O)CC(C)(C)CC1=O
compound no.,51,52,53,54,55
TEAD-YAP block,-9.4,-3.0,-11.3,-6.3,-3.0
FBW7 act,0.9,0.0,-0.1,0.1,0.1
GPR151 activ,0.8,0.8,-0.4,1.1,0.0
MITF inh,4.4,-2.5,1.7,8.2,-4.2

56. COc1ccccc1N1CCN(CCCC(=O)c2ccc(F)cc2)CC1
57. CCCCC(=O)Nc1ncc(Cc2ccccc2)s1
58. CC1(C)CC(=O)C=C(NNC(=O)CCc2ccccc2)C1
59. COc1cccc2cc(C(=O)Nc3cccc(C)c3)/c(=N/c3sc4c(c3C#N)CCCC4)oc12
60. Cc1[nH]c2ccccc2c1CC(=O)O
compound no.,56,57,58,59,60
TEAD-YAP block,0.0,-53.6,-6.9,-36.4,-8.7
FBW7 act,-0.1,-0.1,0.0,0.0,-0.1
GPR151 activ,-0.8,1.3,-0.8,1.4,1.4
MITF inh,-2.6,12.1,-11.2,0.8,-3.6

61. Oc1ccc(CCNc2nc(Nc3ccccn3)nc3nc[nH]c23)cc1
62. CCN1C(C(=O)c2ccccc2)=C(Nc2ccc(OC)cc2)c2ccccc2S1(=O)=O
63. CCOc1cc(/C=N/NC(=O)c2ccc(O)cc2O)ccc1O
64. CC(=O)n1c2c(c3ccccc31)OC(N)=C(C#N)C2c1cc(Br)ccc1F (configuration not stated)
65. COc1cc(/C=C(\C#N)C(N)=S)ccc1O
compound no.,61,62,63,64,65
TEAD-YAP block,6.5,-10.9,13.9,60.7*,9.4
FBW7 act,0.2,-0.2,0.5,0.1,0.1
GPR151 activ,0.2,-0.3,0.4,0.1,0.4
MITF inh,13.1,27.5,17.4,1.6,8.8

66. COc1ccc(C(=O)N2CCCC(c3ncncc3-c3ccncc3)C2)o1 (configuration not stated)
67. CCOC(=O)c1cc2oc(C)cc2n1CC
68. Cc1ccc(NC(=O)CS(=O)Cc2nc(-c3ccc(C)cc3)oc2C)cc1 (configuration not stated)
69. CCOc1ccc(/C=N/NC(=O)c2nnn(-c3nonc3N)c2C)cc1
70. COc1cccc(-c2nc3cnccn3c2NCC2CCCO2)c1OC (configuration not stated)
compound no.,66,67,68,69,70
TEAD-YAP block,-0.3,8.6,-0.3,-3.5,5.0
FBW7 act,-0.1,-0.2,0.1,-0.1,0.1
GPR151 activ,0.8,1.0,1.0,-0.1,-0.4
MITF inh,4.4,-15.2,-5.3,-3.8,7.1

# Some of the entries so far, with two lines to a compound.
# Below each SMILES – TEAD-YAP block, FBW7 act, GPR151 activ, MITF inh
61	Oc1ccc(CCNc2nc(Nc3ccccn3)nc3nc[nH]c23)cc1
  6.5, 0.2, 0.2, 13.1
62	CCN1C(C(=O)c2ccccc2)=C(Nc2ccc(OC)cc2)c2ccccc2S1(=O)=O
  -10.9, -0.2, -0.3, 27.5
63	CCOc1cc(/C=N/NC(=O)c2ccc(O)cc2O)ccc1O
  13.9, 0.5, 0.4, 17.4
64	CC(=O)n1c2c(c3ccccc31)OC(N)=C(C#N)C2c1cc(Br)ccc1F (configuration not stated)
  60.7*, 0.1, 0.1, 1.6
65	COc1cc(/C=C(\C#N)C(N)=S)ccc1O
  9.4, 0.1, 0.4, 8.8
66	COc1ccc(C(=O)N2CCCC(c3ncncc3-c3ccncc3)C2)o1 (configuration not stated)
  -0.3, -0.1, 0.8, 4.4
67	CCOC(=O)c1cc2oc(C)cc2n1CC
  8.6, -0.2, 1.0, -15.2
68	Cc1ccc(NC(=O)CS(=O)Cc2nc(-c3ccc(C)cc3)oc2C)cc1 (configuration not stated)
  -0.3, 0.1, 1.0, -5.3
69	CCOc1ccc(/C=N/NC(=O)c2nnn(-c3nonc3N)c2C)cc1
  -3.5, -0.1, -0.1, -3.8
70	COc1cccc(-c2nc3cnccn3c2NCC2CCCO2)c1OC (configuration not stated)
  5.0, 0.1, -0.4, 7.1

# Other entries follow.
71. O=C(CN1C(=O)c2ccccc2C1=O)Nc1cccc(O)c1
72. CCOC(=O)C1=NNC2(C)C(=O)N(c3ccc(Br)cc3)C(=O)C12 (configuration not stated)
73. O=C(NCc1ccco1)c1cc(I)ccc1Cl
74. CCN(CC)C(=S)SC1CCCCN(C(=O)c2ccc(F)cc2)C1=O (configuration not stated)
75. CCOC(=O)Cc1csc(NC(=O)COc2ccccc2OCC)n1
compound no.,71,72,73,74,75
TEAD-YAP block,6.2,10.6,2.5,5.4,-3.2
FBW7 act,-0.1,0.3,0.0,0.0,-0.1
GPR151 activ,0.1,0.2,1.0,-0.2,1.6
MITF inh,-1.0,19.5,2.1,3.5,12.4

76. Cc1ccc(Cl)cc1NS(=O)(=O)c1cccc2nonc12
77. Cc1ccc(C2c3c([nH][nH]c3=O)CC(C)(O)C2C(=O)OCc2ccccc2)cc1 (configuration not stated)
78. CC(c1ccc(Br)cc1)N1CC23C=CC(O2)C(C(=O)O)C3C1=O (configuration not stated)
79. Cn1ccnc1CN1CCC(Oc2ccc(C(=O)NCc3ccncc3)cc2)CC1
80. C=CCn1c(C)cn2c3c(=O)n(Cc4ccc(Br)cc4)c(=O)n(C)c3nc12
81. CCN1CCSc2ccc(C(=O)NCC3CCCO3)cc21 (configuration not stated)
compound no.,76,77,78,79,80,81
TEAD-YAP block,-12.6,3.6,-20.9,5.5,-8.6,-4.7
FBW7 act,0.0,0.6,0.0,0.3,-0.1,0.1
GPR151 activ,-1.2,0.9,-0.3,5.2*,0.3,8.1*
MITF inh,0.6,20.4,-11.7,-7.9,3.4,5.7

# Screens deposited in PubChem by The Scripps Research Institute Molecular Screening Center.

# An unsorted share of the library. Share with any hit: about 3.4%.
